STK33 kinase inh: inhibitors of purified STK33 kinase, primary screen, biochemical, ADP-Glo luminescence, homogeneous, cell-free. MBP phosphorylation. inhibition, % at 10 µM. 320,000 tested, 0.073% active;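 active = inhibition at or above 25%, using the most active replicate where run in duplicate; inactive = inhibition below 25%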
KCNQ2 inh: KCNQ2 potassium channel inhibitors, primary screen, cell-based, CHO-K1, FluxOR thallium flux, B-score (AID 2156) | 20 min; hits give low values | B-score at 10 µM | 310,000 tested, 1.1% active;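 active = fluorescence ratio B-score at most minus 3 library SDs, with starting brightness B-score within 2 library SDs, cut at about -5.5 in these data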
Target sequence (O88943 whole entry, looked up): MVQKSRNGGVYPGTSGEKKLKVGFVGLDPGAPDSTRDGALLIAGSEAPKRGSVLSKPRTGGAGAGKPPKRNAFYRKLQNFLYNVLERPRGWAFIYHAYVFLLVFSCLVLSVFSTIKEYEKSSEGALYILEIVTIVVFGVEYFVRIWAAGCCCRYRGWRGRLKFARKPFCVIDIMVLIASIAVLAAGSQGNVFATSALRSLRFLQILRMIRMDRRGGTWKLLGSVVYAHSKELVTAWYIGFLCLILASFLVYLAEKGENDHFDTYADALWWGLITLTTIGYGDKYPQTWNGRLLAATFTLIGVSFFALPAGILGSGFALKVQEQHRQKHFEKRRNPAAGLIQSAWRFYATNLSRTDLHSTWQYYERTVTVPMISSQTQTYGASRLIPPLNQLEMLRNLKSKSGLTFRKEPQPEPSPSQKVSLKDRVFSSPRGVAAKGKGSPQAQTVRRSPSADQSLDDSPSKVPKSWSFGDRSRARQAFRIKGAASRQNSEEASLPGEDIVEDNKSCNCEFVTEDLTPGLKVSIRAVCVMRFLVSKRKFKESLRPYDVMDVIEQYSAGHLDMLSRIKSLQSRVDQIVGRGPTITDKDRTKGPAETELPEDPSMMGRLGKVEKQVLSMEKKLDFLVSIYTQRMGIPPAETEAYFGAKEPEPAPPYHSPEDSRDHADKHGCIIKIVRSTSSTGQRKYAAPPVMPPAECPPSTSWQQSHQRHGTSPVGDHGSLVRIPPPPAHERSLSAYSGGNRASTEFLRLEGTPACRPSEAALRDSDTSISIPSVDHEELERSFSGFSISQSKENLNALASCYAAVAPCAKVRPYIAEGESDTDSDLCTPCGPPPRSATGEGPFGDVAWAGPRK
Kir21 block: inhibitors of mouse Kir2.1 inward-rectifier potassium channel; Inward rectifier potassium channel 2 (Mus musculus), P35561; HEK293-Kir2.1, FluxOR thallium flux fluorescence; hits give low values; B-score at 10 µM; 310,000 tested, 0.85% active; AID 1672, 2009;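 active = fluorescence ratio B-score at or below minus 3 SD of library scores, with starting-brightness B-score within 2 SD, cut at about -4.2 in these data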;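 also: channel flux triggered by added potassium and thallium sulfate stimulus; B-score of peak minus minimum fluorescence over baseline after thallium stimulus; more negative B-score means stronger Kir2.1 block with less thallium influx; some compounds called inactive have numbers as strong as hits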
An asterisk follows results filed as active; i = inactive; x = not tested or not shown.

Compound	STK33 kinase inh	KCNQ2 inh	Kir21 block
CS(=O)(=O)N1CCc2cc(S(=O)(=O)Nc3ccc4oc5c(c4c3)CCCC5)ccc21	-0.1	i	1.6
S=C(NCc1cccnc1)Nc1ccc(Cl)cc1Cl	1.1	i	1.1
COc1cccc(NC(=O)CN2CCN(c3ccccc3F)CC2)c1	0.8	i	0.19
COc1ccccc1N1CCN(C(=O)c2ccc(NC3=NC4CS(=O)(=O)CC4S3)cc2)CC1 (configuration not stated)	-0.7	i	-0.04
O=C(CSc1nnnn1C1CCCC1)Nc1ccc2c(c1)OCO2	0.0	i	-0.69
CC(C)N(Cc1cnn(C)c1)C(=O)c1ccc(OC2CCN(Cc3ccccn3)CC2)cc1	-2.3	i	0.46
O=C(CNC(=O)c1ccccc1F)N/N=C/c1cn[nH]c1-c1ccccc1	1.3	i	2
CCCSc1nc(SCC(=O)NCc2ccccc2)c2c3c(sc2n1)COC(C)(CC)C3 (configuration not stated)	-1.3	i	-1.2
COc1ccc2c(CC(=O)OCC(=O)Nc3cc(C)c(C)cc3[N+](=O)[O-])coc2c1	0.9	i	0.89
CC(C)c1ccc(NC(=O)c2ccccc2NC(=O)C2CCCCC2C(=O)O)cc1 (configuration not stated)	4.3	i	-0.42
Cc1cc(C)nc(Sc2ccc(/C=C(\C#N)C(=O)Nc3ccccc3)o2)n1	-0.2	i	-0.62
CSc1ncc(C(=O)O)c(C)n1	-0.4	i	0.44

Overlap with the part before: four compounds, followed by the next part.
Compound	STK33 kinase inh	KCNQ2 inh	Kir21 block
COc1ccc2c(CC(=O)OCC(=O)Nc3cc(C)c(C)cc3[N+](=O)[O-])coc2c1	0.9	i	0.89
CC(C)c1ccc(NC(=O)c2ccccc2NC(=O)C2CCCCC2C(=O)O)cc1 (configuration not stated)	4.3	i	-0.42
Cc1cc(C)nc(Sc2ccc(/C=C(\C#N)C(=O)Nc3ccccc3)o2)n1	-0.2	i	-0.62
CSc1ncc(C(=O)O)c(C)n1	-0.4	i	0.44
COc1cccc(C(=O)Nc2ccc(C(=O)NCC(C)C)cc2)c1	-0.6	i	0.57
CC1(C(=O)N(Cc2ccccc2)Cc2ccccc2)CC1(Br)Br (configuration not stated)	x	i	-0.65
Cc1c(NC(=S)NC(=O)Cc2ccccc2)cccc1C(=O)O	-0.3	i	-1.7
COC(=O)C1=C(C)NC(C)=C(C(=O)OC)C1C(=O)OCc1nnc(-c2ccccc2)o1	0.8	i	1.4
COc1ccc(CNC(=O)CN2C(=O)COc3ccc(S(=O)(=O)N4CCCC4)cc32)cc1	1.0	i	1.5
COc1ccc(CN2CCC(N(CCc3ccccc3)Cc3ccccc3)CC2)c(OC)c1	-2.3	i	-4.7*
O=C(O)C1CSC(CCc2ccccc2)N1 (configuration not stated)	0.4	i	-2.4
CC(C)CSc1ncc(-c2cccc(C(F)(F)F)c2)cn1	0.8	i	-0.04
C/C(=N\NC(=O)c1cc(-c2cccc([N+](=O)[O-])c2)n[nH]1)c1ccc(F)cc1	0.1	i	0.22
COc1ccc(Cc2nc(C(=O)NCc3ccccc3OC)cs2)cc1	-2.1	i	0.06
O=C(N/N=C/c1c[nH]c2ccc(Br)cc12)c1ccn(Cc2ccc(Cl)cc2Cl)n1	-0.1	i	0.57
O=C(N/N=C/c1cccc(Oc2ccccc2)c1)c1cccc(Br)c1	-2.0	i	0.02
COCCn1nnnc1C(c1ccc(OC)c(OC)c1)N1CCN(c2nc3ccccc3s2)CC1 (configuration not stated)	0.8	i	-0.58
Cc1nn(-c2ccc(F)cc2)c2nc(N)c(C#N)c(-c3cccs3)c12	-0.9	i	0.23
COC(=O)c1ccc(-n2nnnc2SCC(=O)Nc2ccccc2OC)cc1	-0.3	i	0.17
CCc1ccccc1NC(=O)N1CCc2ccccc21	-1.0	i	-0.93
O=C(NCc1ccccn1)C(=O)NCc1ccccn1	-1.8	i	1.5
Cc1cc(C)c(C(=O)CSc2n[nH]c(=O)n2C2CC2)cc1C	0.4	i	-1.6
OC(c1ccc(F)cc1)(C1CCCCC1)C(CN1CCOCC1)c1ccccc1 (configuration not stated)	-2.2	-5.7*	-0.78
Clc1ccc(-c2nnc(-c3ccco3)nc2N2CCCCC2)cc1	0.3	i	0.01
O=C(NCCc1ccc(C(F)(F)F)cc1)C1CCC(=O)N(C2CC2)C1 (configuration not stated)	-1.4	i	1.3
Cc1cc(Nc2ccccc2)nn1C(=O)c1ccc(Br)cc1	-1.1	i	2.3
O=C(O)CCc1ccc(S(=O)(=O)Nc2ccc(OCc3ccccc3)cc2)cc1	-2.5	i	1.6
CCN1CCN(C(=O)CNC(=O)c2nn(-c3ccc(OC)cc3)c(=O)c3ccccc23)CC1	0.7	i	0.96
CN(CC1CCCN(CCc2ccc(Cl)cc2)C1)C(=O)c1ccoc1 (configuration not stated)	-1.3	i	1.5
Cc1c(/C=N/NC(=O)CNc2ccccc2)c2ccccn2c1C(=O)c1ccccc1	x	i	-1.3
COc1ccc(-c2noc(CSc3ccccc3)n2)cc1OC	-5.8	i	1.6
Cc1cc(C)c2c(c1)c(C)cc1nnc(SCC(=O)NCc3ccco3)n12	-0.2	i	-2.5
CCCCSC1=C(C#N)C(c2ccccc2C)C(C(=O)OCC)C(=O)N1 (configuration not stated)	1.4	i	-0.93
CCOC(=O)CNC(=O)CSc1nnc(-c2ccco2)n1Cc1ccco1	2.2	i	0.03
CC1CC(C)CN(Cc2nc3c(c(=O)n(C)c(=O)n3C)n2CCN2CCOCC2)C1 (configuration not stated)	5.0	i	0.06
CCn1c(/C=C/c2c[nH]c3ccccc23)nc2ccccc2c1=O	x	i	-0.56
N#CCCN(NC1=NS(=O)(=O)c2ccccc21)C(=O)c1ccccc1Br	-0.3	i	0.16
COc1ccc(C(=O)C2CCCN(Cc3ccc4nonc4c3)C2)c(C)c1 (configuration not stated)	-0.1	i	0.31
C=CCSc1nc(N)c(C#N)c(-c2ccccc2)c1C#N	-1.2	i	-1.7
COc1ccc(-c2nnn(Cc3nc(N)nc(N4CCCCC4)n3)n2)cc1	-0.4	i	0.36
O=C(CN1CCOCC1)Nc1cccc(S(=O)(=O)N2CCCCCC2)c1	0.1	i	1.3
C#CCN(C(=O)c1cc(COc2ccc(C)c(C)c2)on1)C1CCCCC1	0.3	i	0.81
O=C(C1=C[C@H](c2ccc(Br)cc2)C[C@H](OCc2ccc(CO)cc2)O1)N1CCN(Cc2ccc3c(c2)OCO3)CC1	-0.8	i	-0.35
COc1ccc(-c2ccc([C@H]3[C@H]4C=CC[C@@H](C)[C@@H]4C(=O)N3Cc3ccccc3)c(F)c2)cc1OC	0.8	i	0.84
CCc1nc(SCC(=O)N2c3ccccc3Sc3ccccc32)c2ccccc2n1	-1.4	i	0.05
FC(F)Oc1ccc(NC(=S)NC2CCSc3ccccc32)cc1 (configuration not stated)	-0.2	i	0.02
O=C(NN1C(=O)c2ccccc2NC1c1ccc([N+](=O)[O-])o1)c1ccccc1 (configuration not stated)	-0.8	i	-0.23
COc1ccc(NC2CCCN(C(=O)CCN3Cc4ccccc4C3=O)C2)cc1 (configuration not stated)	-1.3	i	-0.11
O=C(c1ccco1)N(CCCN1CCOCC1)c1nc(-c2ccc(Cl)cc2)cs1	-0.9	i	1.4
COC(=O)c1ccnc(SCC(=O)c2ccccc2)c1	1.0	i	0.16
Cc1ccccc1C(=O)OC1OC(=O)C(Cl)=C1Nc1ccc(C(=O)O)cc1 (configuration not stated)	0.1	i	-0.47
O=C1/C(=C/c2cccs2)SC(=S)N1C1CCS(=O)(=O)C1 (configuration not stated)	-0.4	i	0.45
O=C(Cc1ccccc1)Nc1nc2ccccc2s1	2.9	i	0.73
CCn1c2ccccc2c2nnc(SCC(=O)Nc3c(C)n(C)n(-c4ccccc4)c3=O)nc21	1.0	i	0.86
NC(=O)CN1N=C(c2cc(Cl)sc2Cl)CSC1=O	0.6	i	3.2
O=C(O)Cc1ccc2c(c1)N(S(=O)(=O)c1cccs1)CC(C(=O)O)O2 (configuration not stated)	-1.1	i	-1.6
O=C(N=C1SC2CS(=O)(=O)CC2N1c1cc(Cl)ccc1Cl)C1CCCO1 (configuration not stated)	0.0	i	0.27
COc1ccc(C(=O)N2CCCC(CCC(=O)NCc3ccc(F)c(F)c3)C2)cc1F (configuration not stated)	0.1	i	0.31
Cc1cc(NC(=O)CSCC(=O)N(C)Cc2c(F)cccc2Cl)no1	-1.3	i	-0.01
CCOC(=O)c1c(-c2ccccc2)csc1NC(=O)c1cc2ccccc2oc1=O	-1.1	i	0.02
O=C1c2ccccc2C(O)(Cc2ccccc2)N1c1ccc2c(c1)OCO2 (configuration not stated)	-0.4	i	-1.2
Cc1c([N+](=O)[O-])c(C(=O)N2CCCC2)nn1C	-2.4	i	-0.4
CCCCn1c(N)c(N(CCOC)C(=O)C2CCN(S(=O)(=O)c3ccc(C)cc3)CC2)c(=O)[nH]c1=O	-1.9	i	-0.75
COc1cc(OC)cc(C(=O)N2CCC(C(=O)NCCc3ccccc3)CC2)c1	0.5	i	-0.87

Carrying on:
Compound	STK33 kinase inh	KCNQ2 inh	Kir21 block
CCOC(=O)C1CCN(C(=O)/C=C/c2ccccc2OC)CC1	-0.5	i	0.34
Cc1noc(C)c1CS(=O)(=O)c1ccc([N+](=O)[O-])cc1	-1.4	i	-0.24
COc1ccc(OC)c(NC(=O)CCN2CCN(C/C=C/c3ccccc3)CC2)c1	-0.8	i	-0.78
O=CN1CCN(C(=O)Cc2ccc([N+](=O)[O-])cc2)CC1	-0.5	i	-3
CC(=O)NS(=O)(=O)c1ccc(NC(=O)c2ccccn2)cc1	-1.3	i	-0.01
Cc1ccccc1NS(=O)(=O)c1ccc(-c2ccc(=O)[nH]n2)o1	3.4	i	-1.2
NC(=O)c1c(NC(=O)COC(=O)c2ccc(S(=O)(=O)Nc3ccccc3)cc2)sc2c1CCCC2	0.1	i	-1.2
CCN1CCCC1CN=Cc1c(O)n(-c2ccccc2)c(=O)c2ccccc12 (configuration not stated)	-0.2	i	-0.62
COc1cccc(S(=O)(=O)Nc2noc3ccccc23)c1	0.1	i	0.04
CC(C)C(=O)Nc1c(-c2cccs2)c(=O)c2ccccc2n1C	x	i	0.15
O=S(=O)(Cc1nnnn1-c1ccccc1)c1ccc(F)cc1	-1.1	i	0.13
Cc1ccc(/C=N/NC(=O)c2csc(C)c2)o1	0.1	i	-1.7
CCN(CC)c1ccc(S(=O)(=O)N2CCOCC2)cc1NC(=O)CSC(=S)N1CCCC1	-1.5	i	-0.5
COc1cc(/C=C/C(=O)O)cc2c1OCCO2	-0.2	i	-2.1
O=C(NCc1cccc(C(F)(F)F)c1)C1CC(c2ccc(C(F)(F)F)cc2)=NO1 (configuration not stated)	-1.2	i	-0.11
Cc1nonc1NC(=O)CSc1nnc(-c2ccoc2C)n1-c1cccc(Cl)c1	-0.2	i	-2.7
O=C(CSc1nc2ccccc2n1CCc1ccccc1)NC1CC1	-1.0	i	-3.7
O=C(O)c1ccc(NC(=O)c2ccccc2Br)c(NC(=O)c2ccccc2Br)c1	-0.1	i	2.4
CCN(CC)C(=O)c1c(Cl)nc(C)c([N+](=O)[O-])c1C	x	i	-0.29
CC(C(=O)NC1CCCCCC1)n1cc([N+](=O)[O-])cn1 (configuration not stated)	-0.7	i	-0.49
COC(=O)c1c(C(=O)OC)c2ccccn2c1C(=O)c1ccc([N+](=O)[O-])cc1	0.3	i	-0.11
CCOC(=O)c1cc(-c2ccccc2)sc1NC(=O)CN1C(=O)c2ccccc2C1=O	-0.8	i	-0.6
Cc1cccc(NC(=S)Nc2ccc(Oc3ccccc3)cc2)n1	-1.6	i	-0.38
Cc1cc(OC(C)C(=O)NCCCn2ccnc2)c2c(C)c(C)c(=O)oc2c1 (configuration not stated)	1.1	i	-0.5
O=C(c1ccc(Br)cc1)N1CCC(C(=O)N2CCN(c3ccccc3)CC2)CC1	0.2	i	0.45
Cc1noc(NS(=O)(=O)c2ccc(N/C=C\C(=O)c3ccccc3)cc2)c1C	1.2	i	0.08
COC(=O)c1c(C)[nH]c(C(=O)N2CCN(c3ccc(OC)cc3)CC2)c1C	0.4	i	1.7
O=C(NCc1ccccc1Cl)C1CCCN1C(=O)Nc1ccccc1 (configuration not stated)	0.3	i	-0.99
OCCN(Cc1ccccc1)C(=S)Nc1ccc(F)cc1	-0.5	i	-0.81
Cc1c([N+](=O)[O-])c(C(=O)NC2CCCCC2)nn1C	-2.5	i	0.49
COc1ccc(-c2ncc3ccccn23)cc1	-0.5	i	-1.3
CN(C(=S)Nc1ccccc1F)C1(c2ccccc2Cl)CCCCC1=O (configuration not stated)	-0.8	i	-0.76
O=C(COC(=O)c1cccs1)NCCCc1ccccc1	-2.3	i	0.4
COc1ccc(-c2nc(C#N)c(N3CCC(C(N)=O)CC3)o2)cc1	0.9	i	0.33

Assay outcomes deposited in PubChem by several laboratories.

Compounds as they come (roughly 1.9% active in at least one column).
